Assay outcomes: PubChem, National Center for Advancing Translational Sciences (NCATS)
Vif-A3F inh – blocks the Vif interaction with APOBEC3F. HeLa A3F-eYFP + Vif (tagged APOBEC3F with the HIV-1 protein that degrades it), YFP fluorescence increase. Potency, µM (titrated, usually from 46.1 µM), inactives show at the top dose activity, negative = active. hit rate 0.2% among 390,000; note: potency is the fitted concentration of half-maximal effect; % of control where 0% means no effect; nearly all actives have a fitted effect of over 65% in size
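Fluorescence increase (Ex 488/Em 500-530) after overnight compound treatment at 37 deg C flags inhibition of Vif-driven A3F-eYFP loss in stable HeLa A3F-eYFP/Vif cells seeded overnight beforehand.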
D1 agonist – agonists of human D1 dopamine receptor; hit rate 1% among 360,000; activation, % at 2 µM; HEK293 T-REx D1 cells, calcium flux, agonist mode; in the data active = activation above about 30%; note: 0% is about no effect
Target sequence (P21728 whole entry, looked up): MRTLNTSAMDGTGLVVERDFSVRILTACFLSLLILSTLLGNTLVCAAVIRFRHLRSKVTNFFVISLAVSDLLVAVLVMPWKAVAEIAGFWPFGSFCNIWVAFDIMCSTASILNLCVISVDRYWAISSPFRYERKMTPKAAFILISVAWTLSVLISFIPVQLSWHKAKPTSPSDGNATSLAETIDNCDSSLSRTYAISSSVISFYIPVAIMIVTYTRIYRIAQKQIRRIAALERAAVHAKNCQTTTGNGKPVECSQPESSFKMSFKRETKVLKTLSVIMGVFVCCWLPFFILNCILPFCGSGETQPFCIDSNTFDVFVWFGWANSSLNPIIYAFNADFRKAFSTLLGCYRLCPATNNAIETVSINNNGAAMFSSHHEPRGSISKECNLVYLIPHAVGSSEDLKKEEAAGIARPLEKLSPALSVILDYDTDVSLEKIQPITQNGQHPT
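Agonism was scored from calcium flux recorded over 180 s (1 read/s) after pintool compound addition, following a 10-cycle baseline. Cells were inducible force-coupled HEK293 TREx D1, plated overnight at 30 C and loaded with no-wash calcium dye.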
D1 potentiator – potentiators of human D1 dopamine receptor | P21728 | HEK293 TREx D1 cells, calcium flux, dopamine EC20 potentiation | potentiation, % at 10 µM | hit rate 0.036% among 360,000 | AID 504651; in the data active = potentiation above about 30%; note: 0% is about no effect
D1 antagonist – antagonists of human D1 dopamine receptor; HEK293 TREx D1 cells, calcium flux, dopamine EC80; stronger effect = lower value; activity change, negative = inhibition, % at 10 µM; P21728; hit rate 3.2% among 360,000; in the data active = activity change below about -30%; note: % is set by controls: 0 for no effect and ±100 for the full control effect
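Allosteric or orthosteric antagonism assessed as attenuation of the calcium response to EC80 dopamine, added 180 s after compound, in induced HEK293 Trex D1 cells loaded with no-wash calcium dye.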
D2 potentiator – D2 dopamine receptor (human) potentiation | HEK293 T-REx D2, calcium flux, EC20 dopamine potentiation | P14416 | hit rate 0.34% among 340,000 | potentiation, % at 10 µM | AID 485347;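 active = potentiation over 3 SD above the plate norm, cut at about 30% in these data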; note: 0% is about no effect
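Using a no-wash calcium dye in inducible, force-coupled HEK293 Trex cells expressing D2, we tracked fluorescence each second for 180 s after compound, then for 180 s after EC20 dopamine to detect augmented signalling.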
LDHA inh – blocks human lactate dehydrogenase A | hit rate 0.15% among 480,000 | activity change, % (values are at about 110 or 230 µM) | AID 1347041 | purified LDHA, NADH/diaphorase-resazurin fluorescence; stronger effect = lower value | P00338; in the data active = activity change below about -30%; inconclusive = mostly about -25% to -30%;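 note: plate controls were DMSO wells for no effect and wells without enzyme for full effect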
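Resorufin fluorescence (ex540/em590), read at 0 and 20 min after diaphorase/resazurin addition, reports the NADH left after a 5 min room-temperature reaction of 2 nM human LDH5 with 0.06 mM NADH and 0.2 mM pyruvate.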
Glioma ERSR ind – induces the endoplasmic reticulum stress response in human glioma cells. U87-MG GRP78 promoter luciferase reporter, 16 h. Potency, µM, for inactives: at the top dose activation, actives largely listed as activators. hit rate 0.02% among 420,000; note: potency is the fitted concentration of half-maximal effect; series mostly up to about 76 µM; % of control where 0% means no effect; nearly all actives have a fitted effect of over 35% in size
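Stably transfected U87-MG human glioma cells carrying a GRP78-based luminescent sensor were seeded at 1000 cells/well, pin-dosed with compounds and incubated 16 h. Luciferase reagent was then added, and end-point luminescence was read after 10 min at room temperature.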
RXFP1 agonist – activates the human relaxin receptor RXFP1 | Q9HBX9 | HEK293T-RXFP1 cAMP TR-FRET, 30 min; response scale: percent of porcine relaxin response, buffer zero | Potency, µM (series often up to 57.5 µM), for inactives: at the highest dose activation, most hits filed as activators | hit rate 0.3% among 370,000 | AID 2676; note: potency is the fitted concentration of half-maximal effect; % is set by controls: 0 for no effect and ±100 for the full control effect; nearly all actives have a fitted effect of over 60% in size; many of its hits are not listed in these tables
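cAMP rise read by TR-FRET after 30 min, 37C compound exposure (up to 58 uM) in RXFP1-transfected HEK293 cells with Ro 20174 present. EC50 from Hill-equation fits, with 29 nM porcine relaxin as 100% and buffer as basal.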
Vif-A3G inh – inhibitors of Vif-APOBEC3G interaction; Q9HC16; HeLa A3G-eYFP + Vif (tagged APOBEC3G with the HIV-1 protein that degrades it), YFP fluorescence, overnight; Potency, µM (doses to about 46.1 µM), without a hit: top-dose activity, negative = active, most hits filed as inhibitors; hit rate 0.076% among 410,000; AID 602310;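 note: potency is the fitted concentration of half-maximal effect; % is set by controls: 0 for no effect and ±100 for the full control effect; nearly all actives have a fitted effect of over 60% in size; hits raise eYFP signal because A3G escapes Vif-driven loss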
Target sequence (Q9HC16 whole entry, looked up): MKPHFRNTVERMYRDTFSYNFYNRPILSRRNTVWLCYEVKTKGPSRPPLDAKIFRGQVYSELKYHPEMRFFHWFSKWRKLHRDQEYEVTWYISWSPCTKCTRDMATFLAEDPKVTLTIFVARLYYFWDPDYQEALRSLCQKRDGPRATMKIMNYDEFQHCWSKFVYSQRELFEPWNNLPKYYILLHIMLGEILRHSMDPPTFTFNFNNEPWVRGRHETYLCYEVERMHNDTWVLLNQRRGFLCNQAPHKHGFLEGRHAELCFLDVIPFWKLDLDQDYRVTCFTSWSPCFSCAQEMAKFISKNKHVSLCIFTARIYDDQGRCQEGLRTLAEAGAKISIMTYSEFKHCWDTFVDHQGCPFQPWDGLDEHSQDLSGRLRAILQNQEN
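Read-out is eYFP fluorescence (Ex 488/Em 500-530) from Vif-expressing HeLa A3G-eYFP cells; more signal means A3G escaped Vif-mediated degradation. Cells plated overnight, compound pinned in, incubated overnight at 37 deg C.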
Numbers without * were called inactive; & = joins results of further samples. Unless noted, calls come from the whole dose curve; as a rule, active = well fitted curve in the direction sought with a large enough effect; inconclusive = small, poorly fitted or top-dose-only effect, or another doubt; inactive = no such curve, though single readings can be large; an effect the other way counts as inactive or inconclusive.

Cc1cccc(N2CCN(C(=O)CNC(=O)C3CCCCC3)CC2)c1C was read as Vif-A3F inh -21.8%, D1 agonist 8.5, D1 potentiator -2.0, D1 antagonist 0.5, D2 potentiator -3.8, LDHA inh -2.1, Glioma ERSR ind 1.3%, RXFP1 agonist 0.0% and Vif-A3G inh -1.3%.
O=C(COC(=O)c1cccnc1SC(F)F)NC1CC1 was read as Vif-A3F inh -0.5%, D1 agonist 1.1, D1 potentiator 5.2, D1 antagonist -11.1, D2 potentiator 11.9, LDHA inh 1.3, Glioma ERSR ind 1.2%, RXFP1 agonist 0.4% and Vif-A3G inh 0.9%.
CCCOCC(O)CC(CC)C(=O)NNC(=S)Nc1ccccc1 (centres undefined) was read as Vif-A3F inh -1.4%, D1 agonist 0.6, D1 potentiator -6.2, D1 antagonist -13.4, LDHA inh -9.7, Glioma ERSR ind 0.5%, RXFP1 agonist -0.6% and Vif-A3G inh 1.0%.
Screening CN(C)C(=O)CN1CCN(Cc2nc(CC3CC3)no2)CC1 returned Vif-A3F inh 0.7%, D1 agonist 1.8, D1 potentiator 4.0, D1 antagonist 7.4, D2 potentiator -1.8, LDHA inh -8.0, Glioma ERSR ind 0.8%, RXFP1 agonist 0.6% and Vif-A3G inh 1.1%.
Screening CCOc1ccc(NCCC(=O)c2ccc3c(c2)OCO3)cc1 returned Vif-A3F inh -4.8%, D1 agonist 3.3, D1 potentiator -9.9, D1 antagonist -8.3, D2 potentiator -0.2, LDHA inh 15.7, Glioma ERSR ind 2.7%, RXFP1 agonist -0.2% and Vif-A3G inh inconclusive.
For O=C(c1ccncc1)N1CCCC(N2CCN(c3cccc(C(F)(F)F)c3)CC2)C1 (centres undefined) the results were Vif-A3F inh 2.2%, D1 agonist 6.5, D1 potentiator -0.5, D1 antagonist 2.8, D2 potentiator -5.1, LDHA inh 2.5, Glioma ERSR ind -0.9%, RXFP1 agonist 0.5% and Vif-A3G inh 0.1%.
`CCOC(=O)c1c(-c2ccc(C)cc2)csc1NC(=O)c1cc(-c2ccc(Cl)cc2)on1` gave Vif-A3F inh 0.9%, D1 agonist 5.0, D1 potentiator 0.8, D1 antagonist -17.7, D2 potentiator 8.5, LDHA inh -8.4, Glioma ERSR ind -2.3%, RXFP1 agonist 0.3% and Vif-A3G inh 2.9%.
`O=C(c1ccccc1Cl)c1c(O)c2ccccc2oc1=O` gave Vif-A3F inh -9.2%, LDHA inh -0.6, Glioma ERSR ind -0.4% and Vif-A3G inh -5.1%.
C/C(=C/C(=O)N1CCc2ccccc21)C(=O)O was read as Vif-A3F inh -1.0%, D1 agonist 1.0, D1 potentiator 0.8, D1 antagonist -3.9, D2 potentiator 4.8, LDHA inh 0.0, Glioma ERSR ind -6.3%, RXFP1 agonist -1.6% and Vif-A3G inh -6.6%.
`O=C(c1ccc(Cl)cc1)N(Cc1ccc(Br)cc1)N1C(=O)CCC1=O` gave Vif-A3F inh 1.7%, D1 agonist 4.1, D1 potentiator -4.8, D1 antagonist -3.3, D2 potentiator -12.5, LDHA inh -4.6, Glioma ERSR ind -4.8%, RXFP1 agonist -2.4% and Vif-A3G inh -10.4%.
Screening O=C(CCNS(=O)(=O)c1cccc2nsnc12)NCCc1ccccc1 returned Vif-A3F inh -4.6%, D1 agonist 1.2, D1 potentiator 4.5, D1 antagonist 0.3, D2 potentiator 2.6, LDHA inh -1.6, Glioma ERSR ind -2.4%, RXFP1 agonist -0.2% and Vif-A3G inh 4.1%.
For N#Cc1cnc(Nc2nc3ccccc3o2)nc1-c1ccccc1 the results were D1 agonist 1.1, D1 potentiator 3.5, D1 antagonist 3.6, D2 potentiator -8.6, LDHA inh -5.5&-9.2, Glioma ERSR ind 3.0%, RXFP1 agonist 0.6% and Vif-A3G inh 2.1%.
`O=C(Nc1ccc(Cl)c(Cl)c1)OCCNC(=O)c1ccncc1` gave Vif-A3F inh -6.3%, D1 agonist 10.3, D1 potentiator -6.2, D1 antagonist -8.5, D2 potentiator -10.4, LDHA inh -1.8, Glioma ERSR ind -3.0%, RXFP1 agonist 0.4% and Vif-A3G inh -2.9%.
Screening O=C(NCCc1ccccc1)c1nc2ncccn2n1 returned Vif-A3F inh -5.6%, D1 agonist 0.4, D1 potentiator -4.1, D1 antagonist 0.1, D2 potentiator -5.4, LDHA inh -11.1, Glioma ERSR ind -0.6%, RXFP1 agonist -1.2% and Vif-A3G inh 3.5%.
For O=C(CN1C(=O)C(c2ccccc2)Oc2cccnc21)NCc1ccccc1F (centres undefined) the results were Vif-A3F inh 3.8%, D1 agonist 6.3, D1 potentiator -9.2, D1 antagonist -1.4, D2 potentiator 1.7, LDHA inh -14.4, Glioma ERSR ind -3.9%, RXFP1 agonist 3.1% and Vif-A3G inh -1.5%.
Screening COc1cccc(C2C(=O)N(C3CCCCC3)CC(=O)N2CCc2ccc(OC)c(OC)c2)c1 (centres undefined) returned Vif-A3F inh -7.7%, D1 agonist -0.1, D1 potentiator -0.5, D1 antagonist -5.9, D2 potentiator 1.4, LDHA inh 1.7, Glioma ERSR ind -4.2%, RXFP1 agonist 1.0% and Vif-A3G inh -7.5%.
For O=C(/C=C/c1ccc(OCCCF)cc1)N1CCN(Cc2ccccc2)CC1 the results were Vif-A3F inh -6.8%, D1 agonist 3.1, D1 potentiator 0.3, D1 antagonist 3.9, LDHA inh -8.1, Glioma ERSR ind 4.8%, RXFP1 agonist 3.4% and Vif-A3G inh 0.2%.
For COc1cc(OC)c2c(-c3ccccc3)cc(=O)oc2c1C(CC(=O)N1CCN(c2ccccc2)CC1)c1ccc2c(c1)OCO2 (centres undefined) the results were D1 agonist 2.6, D1 potentiator 2.6, D1 antagonist 0.8, D2 potentiator -7.5 and RXFP1 agonist inconclusive.
For NC(=O)C1CN(S(=O)(=O)c2ccc(Cl)cc2F)c2ccccc2O1 (centres undefined) the results were Vif-A3F inh -0.9%, D1 agonist 1.3, D1 potentiator -3.0, D1 antagonist -8.2, D2 potentiator 2.1, LDHA inh -2.1, Glioma ERSR ind -2.7%, RXFP1 agonist 0.5% and Vif-A3G inh -7.5%.
Screening CCCNC(=O)Cn1nc(C(F)(F)F)c2c1CCC2 returned Vif-A3F inh -5.4%, D1 agonist 0.8, D1 potentiator 5.5, D1 antagonist 3.7, D2 potentiator -3.8, LDHA inh -1.4, Glioma ERSR ind -0.9%, RXFP1 agonist 0.0% and Vif-A3G inh 5.3%.
Screening O=C(c1ccccc1)c1cc2c(cc1[N+](=O)[O-])OCCO2 returned Vif-A3F inh -3.8%, D1 agonist -1.0, D1 potentiator -7.1, D1 antagonist -5.1, D2 potentiator 1.0, LDHA inh 3.0, Glioma ERSR ind 4.2%, RXFP1 agonist -0.3% and Vif-A3G inh -2.7%.
`Cc1cccc(CNc2ncnc3ccc(-c4ccoc4)cc23)c1` gave Vif-A3F inh 4.0%, D1 agonist 5.8&-1.4, D1 potentiator 1.1&-3.6, D1 antagonist -10.4&16.8, D2 potentiator -2.5, LDHA inh 0.1, Glioma ERSR ind -6.9%&-1.0%, RXFP1 agonist 4.8%&3.2% and Vif-A3G inh -0.5%.
Cc1cc(C)n(-c2ccc(C(=O)Nc3nnc(C4CC4)s3)cc2)n1 was read as Vif-A3F inh 0.7%, D1 agonist -2.6, D1 potentiator -1.6, D1 antagonist 13.8, LDHA inh -3.6, Glioma ERSR ind -1.3%, RXFP1 agonist 15.2% and Vif-A3G inh 1.7%.
For C[C@@H]1CN([C@H](C)CO)C(=O)CCCn2nncc2CO[C@H]1CN(C)C(=O)Nc1cccc2ccccc12 the results were Vif-A3F inh -0.1%, LDHA inh 6.4, Glioma ERSR ind -2.3% and Vif-A3G inh 0.9%.
Screening CC(C)Oc1ccc(C(CC(=O)N(C)CCC#N)c2ccc(F)cc2)cc1 (centres undefined) returned Vif-A3F inh -9.5%, D1 agonist -0.1, D1 potentiator 0.9, D1 antagonist -14.0, D2 potentiator 7.4, LDHA inh -3.0, Glioma ERSR ind -2.7%, RXFP1 agonist -0.2% and Vif-A3G inh 0.0%.
Screening Cn1c(=O)c2c(ncn2CC(=O)OCC(=O)c2ccc(Br)cc2)n(C)c1=O returned Vif-A3F inh -6.2%, LDHA inh -4.7, Glioma ERSR ind -2.6% and Vif-A3G inh -8.5%.
`Cc1cccc(N(CC(=O)N=Nc2c(O)[nH]c3ccccc23)S(C)(=O)=O)c1C` gave Vif-A3F inh -1.2%, D1 agonist 0.3, D1 potentiator -9.9, D1 antagonist 5.5, D2 potentiator 7.2, LDHA inh -2.5, Glioma ERSR ind 4.7%, RXFP1 agonist -1.1% and Vif-A3G inh 0.0%.
Screening O=[N+]([O-])/C(C(Cl)=C(Cl)Cl)=C1\Nc2ccccc2O1 returned Vif-A3F inh inconclusive, D1 agonist 6.4, D1 potentiator 4.3, D1 antagonist 5.3, D2 potentiator 1.3, LDHA inh 6.4, Glioma ERSR ind -1.8%, RXFP1 agonist -0.8% and Vif-A3G inh -3.9%.
O=C(c1cccc(S(=O)(=O)N2CCCC2)c1)c1cccc(S(=O)(=O)N2CCCC2)c1 was read as Vif-A3F inh 2.9%, D1 agonist 8.3, D1 potentiator -2.6, D1 antagonist -8.9, D2 potentiator 9.4, LDHA inh 0.0, Glioma ERSR ind -2.0%, RXFP1 agonist 2.9% and Vif-A3G inh 0.5%.

This is a subset (hit frequency here may not be typical).
